EPAC1 antag: blocks human EPAC1 exchange factor. O95398. EPAC1 GEF assay, Rap1b-BODIPY-GDP exchange fluorescence. 360,000 tested, 0.14% active. Potency, µM (doses to about 115 µM), without a hit: at the highest dose activity change, negative = inhibition, hits mostly inhibitors. AID 720709;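 further: potency means the concentration at half of the fitted maximal effect; plate controls were vehicle for no effect and positive control for full effect; nearly all actives have a fitted effect of over 50% in size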
PLK1 PBD block: PLK1 (human) polo-box domain binding inhibition; P53350; Plk1 PBD binding of FITC phosphopeptide, fluorescence polarization; Potency, µM, for the others: max response, negative = inhibition, actives largely listed as inhibitors; 360,000 tested, 2.8% active; AID 720504; further: potency means the concentration at half of the fitted maximal effect; series mostly up to about 57 µM; on the % scale 0 is the no-effect control and ±100 the full control effect; nearly all actives have a fitted effect of over 65% in size
Target sequence (P53350 whole entry, looked up, the tested form may be a part): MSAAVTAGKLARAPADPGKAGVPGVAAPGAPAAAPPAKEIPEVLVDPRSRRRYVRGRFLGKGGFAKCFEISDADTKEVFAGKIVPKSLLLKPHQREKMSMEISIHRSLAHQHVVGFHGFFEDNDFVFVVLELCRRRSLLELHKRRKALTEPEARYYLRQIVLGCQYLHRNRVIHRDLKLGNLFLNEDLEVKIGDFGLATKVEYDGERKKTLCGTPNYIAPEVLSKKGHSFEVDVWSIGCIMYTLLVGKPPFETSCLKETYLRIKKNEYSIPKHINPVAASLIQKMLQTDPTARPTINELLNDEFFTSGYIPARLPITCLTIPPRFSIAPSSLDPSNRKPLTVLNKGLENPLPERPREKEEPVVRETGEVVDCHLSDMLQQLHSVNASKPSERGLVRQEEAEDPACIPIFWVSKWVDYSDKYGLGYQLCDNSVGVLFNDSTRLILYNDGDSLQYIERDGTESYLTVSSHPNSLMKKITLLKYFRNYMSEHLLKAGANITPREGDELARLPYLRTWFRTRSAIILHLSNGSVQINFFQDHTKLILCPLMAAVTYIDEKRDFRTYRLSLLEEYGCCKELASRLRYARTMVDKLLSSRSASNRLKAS
IL2 activator: activators of IL-2. IL-2 activation reporter assay, cell-based qHTS; stimulated with anti-CD3/CD4/CD28 beads; in transgenic mouse T cells. activation, % (series mostly up to about 46 µM). 360,000 tested, 0.065% active; in the data active means activation above about 50%; inconclusive means mostly about 30% to 49%; further: 0% is about no effect
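Unstimulated transgenic mouse T cells, 750 per well, received compound and, after 60 minutes, anti-CD3/anti-CD4 bead plus anti-CD28 stimulation. EGFP and DsRed were quantified after 18 hours.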
EPAC2 agonist: agonists of human EPAC2 (RAPGEF4) | Q8WZA2 | EPAC2 activation, biochemical qHTS; response scale: 100% = 6.5 mM cAMP response | Potency, µM (titrated, usually from 154 µM), for inactives: at the top dose activation, usual class: activators | 360,000 tested, 0.079% active | AID 720711; further: potency means the concentration at half of the fitted maximal effect; nearly all actives have a fitted effect of over 50% in size
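EPAC2 (100 nM) mixed with Rap1B loaded with BODIPY-GDP (250 nM) plus 50 uM unlabeled GDP; compounds pinned in, 5 min RT, then read every 5 min for 30 min (ex 480, em 540 nm). Normalized to cAMP control.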
CCT modulator: cytosolic chaperonin activity modulation | purified chaperonin ATPase assay, HTRF ADP detection, 30 min | activity change, % (concentration not given with the values), hits read low | 360,000 tested, 0.3% active | AID 651819; in the data active means activity change below about -30%; further: on the % scale 0 is the no-effect control and ±100 the full control effect
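TRiC (40 or 20 nM final, by batch activity) in 30 mM Tris pH 7.4, 100 mM KCl, 5 mM MgCl2, 1 mM DTT was treated with compound at 76 uM single dose, then 10 uM ATP, 30 min at 37 °C. ADP was read by HTRF Transcreener.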
WRN helicase inh: inhibitors of human WRN helicase; Q14191; WRN helicase unwinding, fluorescent forked duplex, kinetic; Potency, µM (highest dose often 114 µM), for inactives: at the highest dose activity change, negative = inhibition, usual class: inhibitors; 360,000 tested, 0.46% active; further: potency means the concentration at half of the fitted maximal effect; on the % scale 0 is the no-effect control and ±100 the full control effect; nearly all actives have a fitted effect of over 55% in size
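Primary qHTS, 1536-well format. 20 nM WRN + compound, 15 min RT; start with 100 nM forked fluorophore/quencher duplex, 2 mM ATP (final); kinetic read ex 525/em 598 nm.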
PI5P4K alpha inh: blocks human PI5P4K alpha kinase activity; PI5P4Kalpha enzyme, ADP-Glo luminescence, 60 min; active compounds read low; P48426; 330,000 tested, 1.2% active; max response, %; active means max response of -50% or lower; inconclusive means between -30% and -50%; inactive means -30% or higher; further: value at the top dose of about 77 µM; on the % scale 0 is the no-effect control and ±100 the full control effect
Target sequence (P48426 whole entry, looked up): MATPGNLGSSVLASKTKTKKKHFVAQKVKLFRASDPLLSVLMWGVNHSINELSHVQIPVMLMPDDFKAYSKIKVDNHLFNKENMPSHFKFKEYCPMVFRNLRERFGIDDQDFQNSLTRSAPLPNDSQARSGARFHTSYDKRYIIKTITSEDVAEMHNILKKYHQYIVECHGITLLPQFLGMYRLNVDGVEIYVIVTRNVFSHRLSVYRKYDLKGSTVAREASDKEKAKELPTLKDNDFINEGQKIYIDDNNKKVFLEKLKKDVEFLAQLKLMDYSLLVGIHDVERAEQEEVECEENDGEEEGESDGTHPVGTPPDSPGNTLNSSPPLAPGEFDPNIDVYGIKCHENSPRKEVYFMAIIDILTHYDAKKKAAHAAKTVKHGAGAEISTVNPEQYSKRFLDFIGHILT
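ADP-Glo luminescence end-point read after a 60 min room-temperature kinase reaction of PI5P4Kalpha plus substrate, initiated with ATP at 5 microM final. Buffer: 0.038 M HEPES pH 7.4, EGTA, 0.1% CHAPS, 5% DMSO.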
EPAC1 agonist: agonists of human EPAC1; 360,000 tested, 0.073% active; EPAC1 agonist qHTS, biochemical assay; response scale: 100% = response to 6.5 mM cAMP; O95398; Potency, µM (top dose mostly 154 µM), for the others: top-dose activation, actives largely listed as activators; further: potency means the concentration at half of the fitted maximal effect; nearly all actives have a fitted effect of over 60% in size
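Nucleotide exchange by EPAC1 (100 nM) on Rap1B–BODIPY-GDP (250 nM) in the presence of 50 uM GDP is tracked fluorescently at 480/540 nm over 30 min. Signals are normalized to a 6.5 mM cAMP control.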
* hit, by the source's call; u = inconclusive; x = not tested or not shown; & = joins results of further samples; [ ] = another dose, or the depositor's remark. Unless noted, the call rests on the fitted dose curve; in most records, active means well fitted curve in the direction sought with a large enough effect; inconclusive means small, poorly fitted or top-dose-only effect, or another doubt; inactive means no such curve, though single readings can be large; an effect the other way counts as inactive or inconclusive. Some of the compounds tested; count on the stated rates, not on these rows.

SMILES	EPAC1 antag	PLK1 PBD block	IL2 activator	EPAC2 agonist	CCT modulator	WRN helicase inh	PI5P4K alpha inh	EPAC1 agonist
N#Cc1ccc(OCc2nnc(SCC(=O)c3ccccc3)n2-c2ccccc2)cc1	-26%	3%&-8%	-0.2	17%	-2.1	-3%	1	14%
Cn1c(=O)c2c(ncn2CC(=O)NC2CCCCC2)n(C)c1=O	-15%	-13%	-2.6	13%	-2.6	3%	0	-11%
O=C(c1cc2ccccc2oc1=O)N1CCCCCCC1	-19%	-4%	-0.1	1%	-0.2	-7%	-6	1%
Cc1c(Cl)cnc(NC(=O)COC(=O)CCS(=O)(=O)c2ccccc2)c1Cl	12%	-16%	-0.5	1%	-3.3	-10%	-8	8%
O=C(Nn1cnnc1)c1cc(-c2cccc(Br)c2)nc2ccccc12	9%	-27%	-0.6	5%	0.1	3%	1	-1%
CCN1CCN(CCNC(=O)c2ccc3c(c2)N(Cc2ccc(F)cc2)C(=O)c2ccccc2S3=O)CC1 (stereo not drawn)	0%	-5%	-1.7	11%	2.1	6%	-2	-15%
O=C(CSC1=NS(=O)(=O)c2ccccc2N1)NCc1ccc(F)cc1	5%	-16%	-0.2	-2%	-1.7	-5%	2	0%
CCOC(=O)c1c(NC(=O)CSc2nnc(-c3c[nH]c4ccccc34)n2CCOC)sc2c1CCCCC2	-4%	0%	-2.4	2%	-2.4	-8%	5	2%
CCOC(=O)c1c(C)c(C(=O)NCCc2ccc(S(N)(=O)=O)cc2)c(C)n1CC	-11%	-4%	-0.1	0%	0.2	-4%	-18	-7%
CC1CC(C)CN(C(=O)CCc2ccccc2)C1 (stereo not drawn)	-6%	-6%	0.4	6%	-3.6	6%	1	9%
CN1CCN(C(=O)CCN2C(=O)/C(=C\c3ccc(Cl)cc3)SC2=S)CC1	6%	-19%	-4.5	-1%	-2.6	-6%	-12	4%
CCN(Cc1ccccc1)C(=O)C1CCC(CNc2c(N3CCOCC3)c(=O)c2=O)CC1 (stereo not drawn)	-4%	-3%	-0.8	7%	1.8	-1%	-1	-13%
O=C(Nc1ccc2snnc2c1)N1CCSCC1	5%	-9%	-2.2	0%	-0.9	-1%	-3	-7%
FC(F)(F)c1cc(-c2ccccc2)nc(-n2cc(Cl)cn2)n1	2%	-4%	-0.1	3%	0.3	-7%	7	-10%
Cc1cc(C(=O)NN=Cc2c(C)[nH]c3ccccc23)c(C)o1	4%	-3%	-2.5	-12%	-0.4	-11%	-10	-1%
CCc1nc2c(OCC3CCCCC3)cccn2c1N(C)C(=O)c1ccc(C)cc1	-13%	-10%	-0.6	5%	-1.1	-6%	-4	-8%
CC1=C(C(=O)N2CCOCC2)CC(CC(=O)NCc2cccc3ccccc23)C(=O)N1Cc1ccccc1 (stereo not drawn)	1%	-4%	-0.2	15%	-1.3	0%	1	3%
O=C(COC(=O)c1ccccc1)Nc1ccccc1Br	-5%	-3%	-3.6	-18%	3.6	-6%[57.1 µM]	1	4%
O=C(CSc1nc(=O)n2ccccc2n1)N1CCCCCC1	-13%	-8%	-1.5	9%	0.5	-1%	-3	-2%
Cc1cccn2c(CN3CCCC(c4ccccc4)C3)c(C(=O)N3CCOCC3)nc12 (stereo not drawn)	-1%	-6%	-4.0	1%	-5.1	-4%	-1	-5%
Cc1nn(-c2cccc(Cl)c2)nc1C(=O)O	-13%	-9%	-0.9	5%	-5.2	-22%	5	8%
CN(c1ccccc1)S(=O)(=O)c1cccc(C(=O)Nc2nn[nH]n2)c1	3%	7%	-1.1	4%	-0.2	0%	u	7%
Cn1c(CNC(=O)c2ccc3c(c2)OCO3)nnc1SCC(=O)Nc1ccc(F)cc1F	-12%	-5%	-0.1	13%	0.2	1%[57.1 µM]	1	5%
Cc1ccccc1C(=O)NNS(=O)(=O)c1ccc(F)cc1	-12%	-21%	-0.1	0%	0.3	-3%	4	0%
CSC(=NCc1ccco1)NC#N	-4%	4%	-0.6	-2%	2.0	7%	4	-9%
CN(C)CCNC(=S)Nc1ccc(Cl)cc1Cl	-5%	-6%	3.4	7%	0.1	-3%	8	13%
COC(=O)COc1ccsc1C(=O)OC	5%	-3%	-1.7	8%	-2.4	-7%	x	6%
COc1cc(C(=O)OCC(=O)N2CCOCC2)c([N+](=O)[O-])cc1OC	-6%	-2%	-3.5	0%	-0.5	-12%	-3	3%
O=C(C1CCN(S(=O)(=O)c2ccccc2)CC1)N1CCN(c2ccccc2)CC1	-9%	-29%	-0.3	15%	-0.8	-27%	3	-1%
O=C(Nc1nnc(C2CC2)s1)C1Cc2ccccc2CN1S(=O)(=O)c1cccs1 (stereo not drawn)	-13%	-18%	-0.4	-4%	0.8	-18%[57.1 µM]	-60*	-3%
COc1ccc(NC(=O)Nc2nc(C(N)Cc3ccc(C(F)(F)F)cc3)cs2)cc1 (stereo not drawn)	-13%	-13%	-1.0	-11%	-2.1	0%[57.1 µM]	-20	-18%
O=C(OCc1ccccc1Cl)c1cccnc1Cl	-6%	-7%	-2.7	6%	-3.2	-3%	x	7%
COc1ccc(-c2cc(C3CCN(C(=O)OC(C)(C)C)CC3)[nH]n2)cc1	-27%	-13%	-1.0	13%	0.2	0%	-13	4%
Cc1ccc(C)c(N(CC(=O)NC2CCCC2)C(=O)c2oc(C(C)(C)C)cc2C)c1	-21%	-4%	-3.1	-7%	-2.7	-11%	x	-11%
COc1ccc(S(=O)(=O)N(CC(=O)NCC2CCCO2)Cc2ccccc2)cc1C (stereo not drawn)	-14%	-1%	-2.5	14%	0.2	7%	-1	-16%
CCOc1ccccc1NC(=O)c1ccc(S(=O)(=O)N2CCOCC2)cc1	-5%	-1%	0.9	-2%	-0.4	2%	-2	0%
CN(C(=O)Cc1ccccc1)n1cnnc1	-19%	-8%	-1.1	3%	-8.1	1%	-1	1%
CCCOc1c(OC)cc(Cl)cc1C1NC(=O)NC(C)=C1C(=O)NCc1ccccc1 (stereo not drawn)	6%	-3%	-1.9	4%	-3.3	4%	x	2%
Cc1cc(=O)oc2c3c(cc(OCC(=O)N[C@H](C(=O)O)c4ccccc4)c12)OC(C)(C)CC3	-7%	1%	-0.7	-5%	-2.1	-11%	5	-12%
COc1ccc(Br)cc1/C=C/C(=O)c1ccc(NC(C)=O)cc1	-25%	-10%	-1.9	3%	-0.8	-3%[11.6 µM]	-2	6%
Cc1ccc(C(=O)COC(=O)CCN2C(=O)C3C4C=CC(C5CC45)C3C2=O)cc1 (stereo not drawn)	-8%	-6%	-3.0	7%	0.3	-8%	1	5%
Nc1nnnn1/N=C/c1ccccc1OCc1ccc(Cl)cc1Cl	7%	0%	-0.4	0%	-2.2	-12%	x	-2%
O=C(c1ccco1)N1CCN(S(=O)(=O)c2ccc(S(=O)(=O)NC3CCCC3)cc2)CC1	5%	-3%	-2.8	3%	0.7	3%	x	-7%
Cc1cccc(NCCC(=O)c2ccc(Br)cc2)c1	0%	-19%	-2.0	0%	2.9	1%	x	21%
CC(C)(C)CC(=O)Nc1ccc(-c2nnc3n2CCCCC3)cc1	-1%	0%	-0.8	2%	0.0	4%	-7	2%
COc1ccc(S(=O)(=O)N(C)c2ccc(OCC(=O)Nc3cc(C)on3)cc2)cc1	-23%	u	1.0	14%	-1.7	-10%	-7	3%
Cc1cc(C(=O)CSc2nc3ccccc3o2)c(C)n1CC1CCCO1 (stereo not drawn)	-17%	-10%	1.6	-1%[15.6 µM]	-2.1	2%	7	10%
COc1ccc(N(CC(=O)NC(C)c2ccccc2)S(=O)(=O)c2c(C)noc2C)cc1 (stereo not drawn)	8%	-6%	-3.9	0%	1.8	3%	-8	-13%
CC(C)c1nc2cc(C(=O)NC(c3cccnc3)C(F)(F)F)ccc2o1 (stereo not drawn)	12%	u	-1.3	-1%	0.4	0%	-4	5%
Cn1c(NN)nc2c1c(=O)n(Cc1ccccc1)c(=O)n2C	-3%	-22%	-3.0	-1%	3.0	-6%	-58*	13%
O=C(Nc1ncccc1Cl)C1COc2ccccc2O1 (stereo not drawn)	18%	-17%	-1.6	1%	-0.8	-5%	x	-1%
Cc1cc(C)cc(OCCNS(=O)(=O)c2cccs2)c1	-16%	-10%	-0.8	4%	-1.2	-5%	6	8%
CC1(C)CC(=O)C2=C(C1)OC(=O)CC2c1cccs1 (stereo not drawn)	-16%	-18%	-5.3	5%	-0.3	-4%	-21	-15%
CCc1ccc2[nH]c(C(=O)Nc3ccc(F)cc3Br)cc2c1	6%	-5%	-5.3	3%	-1.8	-5%	7	7%
Cc1cccc(C)c1OCC(=O)Nc1ccc(S(=O)(=O)Nc2ccccn2)cc1	-5%	-12%	1.6	4%	-0.9	-17%	4	8%
Cc1ccc(/C=N/NC(=O)C(C)NC(=O)c2ccccc2)cc1 (stereo not drawn)	-4%	-13%	0.3	5%	-2.8	2%	0	8%
CCN(CC)CCN1CNC(=S)NC1	-4%	-11%	-0.6	2%	-34*	-3%	-2	-3%
COc1cc(C(=S)N2CCOCC2)ccc1OC(=O)c1cccc(C)c1	-9%	u	-0.5	16%	-1.2	-1%	-1	26%
C=CCn1c(Cc2csc(N)n2)nnc1SCC(=O)Nc1ccccc1C(F)(F)F	7%	-10%	-0.6	-3%	-1.1	9%	x	13%
CCC1C(=O)NCCN1C(=O)c1ccc2nc(Cc3cccc(Cl)c3)oc2c1 (stereo not drawn)	2%	0%	0.9	9%	-0.1	-6%	-8	-12%
COc1ccc(C(c2nnnn2CC2CCCO2)N2CCC(C(N)=O)CC2)cc1 (stereo not drawn)	3%	-2%	-1.6	4%	3.2	8%	-6	-2%
CN(Cc1cnccn1)Cc1ccccc1OCC(O)CN1CCc2ccccc2C1 (stereo not drawn)	11%	-7%	-4.9	-5%	0.8	-3%	6	2%

Gathered by group: those above containing a tert-butyl group.
SMILES	EPAC1 antag	PLK1 PBD block	IL2 activator	EPAC2 agonist	CCT modulator	WRN helicase inh	PI5P4K alpha inh	EPAC1 agonist
COc1ccc(-c2cc(C3CCN(C(=O)OC(C)(C)C)CC3)[nH]n2)cc1	-27%	-13%	-1.0	13%	0.2	0%	-13	4%
Cc1ccc(C)c(N(CC(=O)NC2CCCC2)C(=O)c2oc(C(C)(C)C)cc2C)c1	-21%	-4%	-3.1	-7%	-2.7	-11%	x	-11%
CC(C)(C)CC(=O)Nc1ccc(-c2nnc3n2CCCCC3)cc1	-1%	0%	-0.8	2%	0.0	4%	-7	2%

Screens deposited in PubChem by National Center for Advancing Translational Sciences (NCATS).
